GSK3beta inhib: human GSK3beta kinase inhibitors, primary screen, biochemical, cell-free homogeneous, HTS; GST-GSK3beta kinase, ADP-Glo luminescence, 60 min; active compounds read low; activity score (negative = inhibition), % at 10 µM; 0.038% of 300,000 active; Glycogen synthase kinase-3 beta (Homo sapiens), P49841; AID 2097, 2009;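 active means more than half of replicate wells score below -50%, meaning over 50% inhibition versus plate controls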;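 further: 0% = median DMSO wells and -100% = median GW8510 positive control wells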
Target sequence (P49841 whole entry, looked up): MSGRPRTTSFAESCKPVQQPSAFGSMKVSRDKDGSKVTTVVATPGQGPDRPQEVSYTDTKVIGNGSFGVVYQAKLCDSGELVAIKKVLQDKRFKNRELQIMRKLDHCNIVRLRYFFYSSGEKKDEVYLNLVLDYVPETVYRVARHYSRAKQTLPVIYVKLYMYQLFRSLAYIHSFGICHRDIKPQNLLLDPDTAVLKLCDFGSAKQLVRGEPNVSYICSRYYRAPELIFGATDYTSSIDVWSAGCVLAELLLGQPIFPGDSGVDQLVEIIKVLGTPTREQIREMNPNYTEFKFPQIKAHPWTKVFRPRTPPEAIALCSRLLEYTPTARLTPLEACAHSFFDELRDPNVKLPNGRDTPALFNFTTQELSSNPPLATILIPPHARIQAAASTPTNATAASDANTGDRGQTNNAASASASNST
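Assay system: GST-tagged human GSK3beta kinase, cell-free; Input: 1.6 ng GSK3beta; Medium: Tris/MgCl2 kinase buffer; Timing: 60 min enzyme reaction, room temperature; Signal: ADP-Glo luminescence quantifying ADP generated by kinase; Evaluation: score relative to plate controls; Benchmarks: DMSO neutral wells and GW8510 at 20 µM as positive.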
KLF5 inhibitor: KLF5 expression inhibitors, primary screen, DLD-1 cells, luminescence. DLD-1 KLF5 promoter-luciferase reporter. AID 1700, 2009. 0.23% of 290,000 active. inhibition, % at 5 µM;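 active means inhibition above a per-plate limit of that plate's mean compound inhibition plus 3 SD, cut at about 60% in these data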;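 further: 0% = DMSO wells and 100% = LY294002 at 200 µM; higher means less KLF5 promoter-driven luciferase light; inactives centre near -14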
Dyrk1A ADPGlo: rat Dyrk1A kinase inhibitors, primary screen, biochemical, single point, plate reader | Dual specificity tyrosine-phosphorylation-regulated kinase 1A (Rattus norvegicus), Q63470 | ADP-Glo luminescence, NFATc1 peptide | inhibition, % at 12.5 µM | 0.43% of 310,000 active; in the data active means inhibition above about 50%;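 further: plate controls were vehicle with enzyme for no effect and no enzyme for full effect; many of its hits are not listed in these tables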
HSF1 activator: HSF-1 activators, primary screen, NIH3T3-HGL cells, MG132 stress, luminescence, single point. AID 504408, 2011. activation, % at 9 µM. 1.7% of 300,000 active. NIH3T3-HGL HSF-1 luciferase reporter, 8 h; 100% = twice DMSO control signal;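 active means mean replicate activation of at least 50% with a set share of replicates each reaching 50%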;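 further: 0% = median of the neutral control wells and 100% = twice that signal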
Platelet DG rel: inhibitors of platelet dense granule secretion, primary screen, cell-based, MLPCN, human platelets; inhibition, %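 (compounds screened at 7.5 µM in platelet-rich plasma)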; AID 1663, 2009; human platelet-rich plasma, SFLLRN dense granule ATP release, luminescence; 0.22% of 300,000 active;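 active means mean replicate score, as percent of positive control, at or above 50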
aSyn UTR inh: MLPCN primary screen, SNCA 5' untranslated region; alpha-synuclein 5'UTR reporter, inhibitor activity; inhibition, % (tested at 7.5 µM); 0.82% of 300,000 active; AID 1813, 2009; in the data active means inhibition above about 60%;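 further: H4 neuroglioblastoma cells stably carrying SNCA 5'UTR luciferase fusion; 0% = DMSO wells and 100% = positive control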
HSP90 inh: HSP90 inhibitors, primary screen, cell lysate, luminescence; Heat shock protein HSP 90 (rabbit reticulocyte lysate; luciferase refolding); Rabbit reticulocyte lysate, luciferase refolding luminescence, 3 h; inhibition, % at 5.6 µM; 0.91% of 290,000 active; AID 1789, 2009;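 active means inhibition above the screen-wide mean plus 3 SD, computed separately per campaign, cut at about 16% in these data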;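 further: 0% = DMSO wells and 100% = 60 µM geldanamycin wells; inhibitors lower the luminescence because luciferase stays unfolded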
HSF1 inhib: HSF1 inhibitors in luciferase reporter cells, primary screen, cell-based, NIH3T3, luminescence; NIH3T3-HGL HSE-luciferase, MG132-induced, luminescence 8 h; active compounds read low; activity change, negative = inhibition, % at 7.5 µM (by protocol); 0.77% of 300,000 active;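 active means more than half of replicate wells show activity change below -50%, luminescence cut by over half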;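 further: luciferase reports HSF-1 transcriptional activity via heat shock element; 0% = median of DMSO wells and -100% = zero luminescence signal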
IEC-6 cytotox: cytotoxicity in IEC-6 intestinal epithelial cells, primary screen, cytotoxicity control for KLF5 inhibitor project, cell-based, luminescence; IEC-6 cytotoxicity, luminescence viability; inhibition, % at 5 µM; 0.78% of 290,000 active; in the data active means inhibition above about 22%;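 further: 0% = plate median of test compound wells and 100% = cytotoxic reference compound wells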
GSK3 alpha inh: blockers of GSK3A enzyme activity – biochemical, luminescence, cell-free homogeneous, HTS, primary screen; 0.1% of 320,000 active; inhibition, % at 10 µM; GSK-3 alpha kinase, ADP-Glo luminescence, 60 min; Glycogen synthase kinase-3 alpha (Homo sapiens), P49840;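 in the data active means inhibition above about 50%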;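 further: GST-tagged GSK-3 alpha with peptide substrate and 25 µM ATP; 0% = DMSO neutral wells and 100% = GW8510 positive control wells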
Target sequence (P49840 whole entry, looked up): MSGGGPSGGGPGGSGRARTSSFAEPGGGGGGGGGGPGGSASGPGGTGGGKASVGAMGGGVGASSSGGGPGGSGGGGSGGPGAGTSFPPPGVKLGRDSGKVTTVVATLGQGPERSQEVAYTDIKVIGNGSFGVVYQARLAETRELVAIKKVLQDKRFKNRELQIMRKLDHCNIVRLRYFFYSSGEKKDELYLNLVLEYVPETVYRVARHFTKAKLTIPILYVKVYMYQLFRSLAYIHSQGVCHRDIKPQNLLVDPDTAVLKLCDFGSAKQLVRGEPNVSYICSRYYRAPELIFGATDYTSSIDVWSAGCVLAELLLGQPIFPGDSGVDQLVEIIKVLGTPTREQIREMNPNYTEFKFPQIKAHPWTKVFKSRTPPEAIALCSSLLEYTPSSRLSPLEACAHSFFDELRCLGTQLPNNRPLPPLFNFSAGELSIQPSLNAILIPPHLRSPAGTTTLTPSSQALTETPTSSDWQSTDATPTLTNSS
The depositor's hits bear a star; nt = no result given.

SMILES | GSK3beta inhib | KLF5 inhibitor | Dyrk1A ADPGlo | HSF1 activator | Platelet DG rel | aSyn UTR inh | HSP90 inh | HSF1 inhib | IEC-6 cytotox | GSK3 alpha inh
CNC(=O)/C(C#N)=C/c1ccc(-c2ccc(Cl)cc2)o1 | -1.7 | -68.2 | 1.1 | 73.1* | 2.7 | -125.0 | -4.8 | 29.9 | 2.1 | -0.4
CCOC(=O)C(C)n1nc(-c2ccccc2)c2ccccc2c1=O (centres undefined) | 0.5 | -44.9 | -3.6 | 1.1 | -10.6 | -5.0 | -0.1 | -5.3 | -0.3 | 4.9
Cc1cc(NCCc2ccc(Cl)cc2)n2ncnc2n1 | -3.0 | 3.4 | -1.1 | 39.1 | 2.8 | 15.3 | -2.9 | 14.7 | -6.4 | nt
CC(C)(C)c1nnc(NC(=O)c2cccnc2)s1 | 0.9 | -8.5 | -5.0 | 7.7 | -5.9 | -24.6 | 1.4 | 5.7 | 3.6 | 4.4
CC(C)C(=O)N1CCN(c2nc(-c3ccccc3)c3c(c2C#N)CCCC3)CC1 | -1.9 | -0.3 | 2.4 | 14.0 | 4.0 | 23.3 | 1.1 | 5.3 | -7.2 | 0.9
Cc1nc(-c2nc(-c3c(C(=O)NNC(=O)Nc4ccccc4)noc3C)cs2)cs1 | 0.6 | -21.7 | 10.6 | 8.4 | -11.8 | -15.2 | -1.5 | 6.0 | 7.4 | -2.0
COc1cc(CNc2nnnn2C)cc(OC)c1OC | 0.2 | -19.1 | nt | 14.2 | -5.2 | 8.9 | -4.6 | 3.8 | 0.6 | -0.4
CC(C)(C)C(=O)Nc1ccccc1-c1nc2ccccc2[nH]c1=O | 1.4 | -7.9 | nt | -1.7 | 1.2 | -9.3 | 1.5 | -3.7 | 4.6 | -0.2
Cc1ccc(OCCNC(=O)C(=O)NCc2ccco2)cc1 | -0.1 | 10.3 | -2.9 | -6.0 | -1.2 | 2.1 | 3.8 | -6.1 | 0.4 | 11.6
O=C(N/C(=C\c1ccc([N+](=O)[O-])cc1)C(=O)N1CCOCC1)c1ccco1 | 4.0 | -4.8 | 17.0 | -27.8 | 16.1 | 8.8 | -5.2 | -6.9 | -2.5 | -2.0
CSc1ccccc1NC(=O)Cn1c(-c2cscn2)nc2ccccc21 | 1.4 | 2.3 | -3.0 | 44.9 | -3.8 | 6.1 | -1.4 | 5.0 | 1.0 | 2.1
CC(C)c1csc2nc3n(c(=O)c12)CCCCC3 | 3.9 | -13.6 | 3.0 | -18.0 | 3.6 | 9.4 | -0.2 | -2.2 | 3.4 | -0.9
CN1CCC(N(C)S(=O)(=O)c2ccc(F)cc2F)CC1 | nt | -12.5 | -2.9 | 2.8 | -2.9 | 8.4 | 1.9 | -4.2 | -3.1 | -0.1
C/C=C/C=C\C(=O)Nc1cccc(C2=NOC3(C2)C[C@@H](C(N)=O)N(C(=O)c2cc([N+](=O)[O-])cc([N+](=O)[O-])c2)C3)c1 (some centres undefined) | 1.0 | nt | -1.7 | 0.1 | 0.7 | -10.2 | nt | -6.6 | nt | -2.9
COCCN(C(=O)COC(=O)/C=C/c1nc2ccccc2s1)c1c(N)n(Cc2ccccc2)c(=O)[nH]c1=O | -2.0 | nt | 5.0 | 15.2 | -1.5 | -19.9 | nt | 22.8 | nt | nt
CCCN(CC(=O)Nc1ccccc1OC)C(=O)c1cccc(S(=O)(=O)Nc2ccc(OC)cc2)c1 | -2.2 | nt | -0.3 | 28.4 | 2.3 | 21.7 | nt | 12.5 | nt | -1.0
CC(=O)O/N=C/c1c(N2CCOCC2)n(C)c2ccccc12 | 1.5 | -33.6 | 9.0 | -9.5 | 4.9 | 53.0 | -1.6 | -2.8 | -1.4 | 2.0
COCCN1CCN(c2c3c(nc4cc(-c5cccc(F)c5)nn24)CCC3)CC1 | 3.6 | -1.6 | 0.7 | -12.9 | 3.3 | -2.7 | -1.6 | -2.9 | 2.7 | -2.6
O=C(NCc1csc(-c2cccs2)n1)C1CCC1 | 2.2 | -56.0 | -1.9 | nt | nt | nt | 1.9 | nt | -4.2 | -0.8
COc1cccc(C(=O)Cn2c(Br)nc3c2c(=O)n(C)c(=O)n3C)c1 | 0.1 | -9.0 | 4.6 | 11.4 | -6.5 | -30.9 | -3.4 | 3.3 | 1.5 | -0.6
COCCNC(=O)C(c1ccc(C)cc1)N(CCOC)C(=O)CCC(=O)Nc1nccs1 (centres undefined) | -3.3 | 4.8 | -2.9 | 14.6 | 4.6 | 1.7 | 0.3 | -2.4 | 2.4 | -2.5
CS(=O)(=O)N1CCC(C(=O)Nc2ccc(Oc3ccccc3)cc2)CC1 | 2.8 | -17.2 | 0.6 | 9.5 | -6.4 | 13.6 | -2.4 | 10.9 | 2.6 | 0.1
CC(/C=C1\SC(=S)N(CCC(=O)Nc2ccc(O)cc2)C1=O)=C\c1ccccc1 | -3.5 | -19.8 | 2.8 | 35.3 | -3.6 | 20.4 | 3.2 | 2.9 | -4.8 | -0.9
CCc1nnc(NC(=O)c2cccc(OC)c2)s1 | 0.3 | -128.5 | 2.5 | 12.6 | -1.3 | -57.1 | 4.7 | 15.7 | 5.4 | 1.1
O=C(NCCN1CCN(S(=O)(=O)c2ccccc2)CC1)C(=O)Nc1ccc(F)cc1 | -1.4 | -14.5 | 3.7 | -10.2 | -5.3 | -3.1 | -0.8 | -2.8 | 7.7 | 1.2

(cont.)
SMILES | GSK3beta inhib | KLF5 inhibitor | Dyrk1A ADPGlo | HSF1 activator | Platelet DG rel | aSyn UTR inh | HSP90 inh | HSF1 inhib | IEC-6 cytotox | GSK3 alpha inh
O=C(NC1CCSc2ccccc21)c1c(F)cccc1Cl (centres undefined) | 0.1 | -14.0 | -3.6 | -0.7 | 14.4 | 10.6 | -1.0 | -0.5 | 5.1 | -1.3
COc1ccc(O[C@@H]2O[C@H](COC(C)=O)[C@@H](OC(C)=O)[C@H](OC(C)=O)[C@H]2NC(C)=O)cc1 | 0.9 | -2.1 | -4.6 | -1.8 | 16.1 | 11.0 | 1.2 | -6.7 | 5.1 | -3.9
CC1CCN(c2ccc(NC(=O)Cn3c(=O)oc4ccccc43)cc2)CC1 | 3.1 | -9.0 | -5.3 | -0.4 | -12.9 | -8.0 | 0.0 | 8.4 | 6.3 | -2.9
Cc1ccc(CC(=O)Nc2ccc(S(=O)(=O)N3CCOCC3)cc2)cc1 | 1.0 | 0.0 | 11.1 | -8.6 | -8.4 | -3.9 | -3.9 | -2.5 | 0.3 | -3.6
CC1CCCN(C(=O)COC(=O)C2CCN(S(=O)(=O)c3c(Cl)cccc3Cl)CC2)C1 (centres undefined) | 5.2 | nt | -10.5 | 2.7 | -0.4 | -7.4 | nt | -2.0 | nt | 0.7
c1ccc(-c2csc(=Nc3cccnc3)n2CC2CCCO2)cc1 (centres undefined) | 2.7 | -29.6 | 1.7 | 5.9 | 12.0 | 11.4 | -0.1 | -0.3 | 4.7 | 1.0
CCOC(=O)c1cc(OC(=O)c2ccccc2Br)n(-c2ccccc2)n1 | -2.4 | -8.8 | 1.4 | -5.6 | 0.0 | 1.7 | -2.9 | -7.6 | -5.3 | -0.5
COc1cccc(CNC(=O)C(C)n2ccc3cc(S(=O)(=O)N4CCCC4)ccc32)c1 (centres undefined) | -0.1 | -12.1 | 7.3 | 32.9 | -2.3 | -7.1 | 1.1 | 9.2 | 2.7 | -0.3
CC(C(=O)Nc1ccccc1F)N1C(=O)c2ccccc2C1=O (centres undefined) | 3.6 | 20.4 | 1.3 | 1.2 | 5.3 | 5.0 | -0.9 | 1.4 | 2.9 | 0.4
O=C(COc1ccccc1)NCC(c1ccco1)N1CCN(c2ccccc2F)CC1 (centres undefined) | 2.9 | nt | 16.3 | -5.9 | -1.4 | -14.2 | nt | -1.1 | nt | 2.5
CCCS(=O)(=O)N1CCCC(C(=O)NCCCN2CCN(c3ccccc3F)CC2)C1 (centres undefined) | 1.1 | -9.0 | 1.4 | -16.1 | 12.1 | 18.8 | 1.9 | -0.7 | 3.2 | -0.9
Cc1ccc(-c2csc(=S)n2CC(=O)OCC(=O)NC(C)C(C)C)cc1 (centres undefined) | -0.1 | -9.3 | -4.7 | 30.1 | -2.3 | 30.0 | -2.7 | 6.6 | 0.4 | 7.5
COc1ccc(C(=O)NNC(=O)c2ccccn2)cc1 | -33.2 | 77.4* | 49.3 | -75.6 | 76.9* | 79.0* | 75.5* | -67.7* | 24.5* | 45.2
Cc1cc(C)c2c(c1)/C(=N/NC(=S)Nc1ccc(F)cc1)CCC2 | -2.3 | 0.5 | -1.6 | 5.0 | -2.9 | 13.8 | 1.9 | -3.8 | 2.3 | -1.8
CCc1ccc(OCc2ccc(C(=O)NCc3ccccn3)o2)cc1 | -21.5 | -25.9 | -0.7 | 5.6 | 9.7 | -34.1 | 16.7* | 13.3 | -0.7 | -1.2
COc1ccc(Cc2nnc(N=Nc3c(O)[nH]c4ccc(Br)cc34)[nH]c2=O)cc1 | -0.2 | 15.0 | -1.5 | 0.7 | 3.1 | 14.7 | 0.1 | 4.0 | 8.1 | -4.3
Cc1nnc2sc(SCC(=O)Nc3ccc(Cl)cc3)nn2c1=O | 2.6 | -37.0 | -4.3 | -3.4 | -3.2 | -2.9 | 2.9 | -5.3 | -2.2 | -1.7
Nc1c(-c2ccccc2)n[nH]c1-c1ccccc1 | -1.3 | -138.3 | 15.7 | 23.6 | 15.5 | -219.0 | -1.2 | 29.3 | 2.0 | -2.2
O=C(COc1ccc(F)cc1)Nc1nnc(C2CC2)s1 | 2.6 | nt | 1.4 | -17.7 | -2.3 | -20.1 | nt | 0.7 | nt | -1.4
CCN1CCN(CCCNC(=O)c2csc3c2CCCCC3)CC1 | 5.0 | -1.0 | 3.6 | -14.4 | 5.5 | -15.4 | -1.8 | -2.1 | -11.2 | -1.9
CCC(CC)C(=O)N=C1SC2CS(=O)(=O)CC2N1CCc1ccc(OC)c(OC)c1 (centres undefined) | -1.1 | -35.4 | nt | 1.9 | 5.2 | 36.4 | 1.4 | -5.0 | -2.9 | -1.4
Cc1ccc(NC(=O)Cn2cc(C(=O)C3CC3)c3ccccc32)c(C)c1 | 2.4 | 13.0 | -10.2 | -14.9 | 9.7 | -7.6 | 8.2 | -16.6 | -3.4 | -1.3

Limited to IEC-6 cytotox, aSyn UTR inh and GSK3 alpha inh, for some of the entries so far:
Compound,IEC-6 cytotox,aSyn UTR inh,GSK3 alpha inh
CC(=O)O/N=C/c1c(N2CCOCC2)n(C)c2ccccc12,-1.4,53.0,2.0
COCCN1CCN(c2c3c(nc4cc(-c5cccc(F)c5)nn24)CCC3)CC1,2.7,-2.7,-2.6

Screens (PubChem BioAssay)

An excerpt; rates above refer to the full screens.
